# Assay outcomes (PubChem)
# KB-V1 MDR tox: qHTS assay for MDR1-selective chemotherapeutics: Primary screen using the drug-selected MDR subline cells KB-V1; KB-V1 MDR cells viability, CellTiter-Glo, 72 h; Potency, µM (highest dose often 46.1 µM), for the others: at the highest dose activity change, negative = cytotoxicity, hits mostly cytotoxic; 400,000 compounds, 3.4% hits; note: potency is the fitted concentration of half-maximal effect; % is set by controls: 0 for no effect and ±100 for the full control effect; nearly all actives have a fitted effect of over 60% in size
#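 Cells of the MDR subline KB-V1 are plated, dosed with compound at multiple concentrations, and incubated 72 h at 37 degrees C; CellTiter-Glo is then added and luminescence read after 10 min.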
# ATXN viability: Viability Counterscreen for Primary qHTS for Inhibitors of ATXN expression. S2 cells (HEK-293 line with an ATXN2-luciferase reporter) viability, CellTiter-Fluor protease fluorescence, 24 h. 400,000 compounds, 0.49% hits. Potency, µM (doses to about 56.7 µM), usual class: cytotoxic; note: potency is the fitted concentration of half-maximal effect; nearly all actives have a fitted effect of over 40% in size
# KB-3-1 tox: qHTS assay for MDR1-selective chemotherapeutics: Primary screen using the parental adenocarcinoma cell KB-3-1; KB-3-1 viability, CellTiter-Glo ATP luminescence, 72 h; Potency, µM (highest dose often 46.1 µM), for inactives: at the top dose activity change, negative = cytotoxic, hits mostly cytotoxic; 400,000 compounds, 1.4% hits; AID 1347075, 2019; note: potency is the fitted concentration of half-maximal effect; % is set by controls: 0 for no effect and ±100 for the full control effect; nearly all actives have a fitted effect of over 60% in size
#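 Using CellTiter-Glo luminescence, growth of non-resistant KB-3-1 adenocarcinoma cells is assessed 72 h after pin-tool compound addition at 37 °C. Normalized responses across the concentration series yield fitted curves.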
# MCF10A rerep: A quantitative high throughput screen for small molecules that induce DNA re-replication in MCF 10a normal breast cells; MCF 10A DNA re-replication, Hoechst nuclear intensity, 48 h; Potency, µM (doses to about 46.1 µM), inactives show top-dose activity, positive = re-replication, usual class: activators; 350,000 compounds, 2.9% hits; AID 624296, 2012; note: potency is the fitted concentration of half-maximal effect; % of control where 0% means no effect; nearly all actives have a fitted effect of over 50% in size
# IL-1B inflam inh: qHTS for Inhibitors of Inflammasome Signaling: IL-1-beta AlphaLISA Primary Screen. THP-1 LPS/ATP IL-1B secretion, AlphaLISA, 16 h; stronger effect = lower value. activity change, % at 57.5 µM. 360,000 compounds, 4.7% hits; in the data active = activity change below about -50%; inconclusive = mostly about -30% to -49%; note: % is set by controls: 0 for no effect and ±100 for the full control effect
#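 Secreted IL-1B measured by AlphaLISA bead assay after 16 h compound exposure of THP-1 cells; compounds (final up to 57.5 uM) added 1 h before LPS (250 ng/mL) and ATP (1.25 mM) stimulation; lower signal means less secretion.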
# SW480 rereplic: A quantitative high throughput screen for small molecules that induce DNA re-replication in SW480 colon adenocarcinoma cells; AID 624297, 2012; 340,000 compounds, 1.8% hits; Potency, µM (doses to about 46.1 µM), without a hit: top-dose re-replication activation, actives largely listed as activators; SW480 DNA re-replication, Hoechst DNA content imaging, 48 h; note: potency is the fitted concentration of half-maximal effect; % of control where 0% means no effect; nearly all actives have a fitted effect of over 55% in size
#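 Image-based read-out: total Hoechst fluorescence of nuclei (405 nm excitation, 500-530 nm emission), with hits raising the fraction of high-intensity nuclei. SW480 colon cells incubated 48 hr with compounds at 37 C.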
# HT1080 IDH1KD tx: qHTS for induction of synthetic lethality in tumor cells producing 2HG: qHTS for the HT-1080-IDH1KD cell line; HT-1080 IDH1 knockdown viability, ATP luminescence, 48 h; Potency, µM (titrated, usually from 46.1 µM), for inactives: at the highest dose activity, negative = toxicity, most hits filed as cytotoxic; 360,000 compounds, 2% hits; AID 686971, 2013;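 note: potency is the fitted concentration of half-maximal effect; 0% = DMSO wells and -100% = cell-free medium wells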
#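 IDH1KD HT-1080 cells, 750/well, RPMI + 5% FBS; compound pinned after 2 h settling; 48 h, 37 °C; CellTiter-Glo luminescence; % activity normalised to DMSO and no-cell wells; curves fitted, classed by r2 and efficacy.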
# ATXN2 expr inh: Primary qHTS for Inhibitors of ATXN expression | HEK-293 ATXN2-luciferase reporter, luminescence, 24 h | Potency, µM (doses to about 57 µM), without a hit: at the top dose activity change, negative = inhibition, hits mostly inhibitors | 360,000 compounds, 0.72% hits | AID 1745845, 2022; note: potency is the fitted concentration of half-maximal effect; % is set by controls: 0 for no effect and ±100 for the full control effect; nearly all actives have a fitted effect of over 55% in size
#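 ATXN2-luciferase reporter cells (luciferase flanked by upstream and downstream ATXN2 gene portions) were treated 24 h at 37 °C with compounds at up to 57 uM. SteadyGlo luminescence gave expression; GF-AFC fluorescence gave viability.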
# HT1080NT lethal: qHTS for induction of synthetic lethality in tumor cells producing 2HG: qHTS for the HT-1080-NT fibrosarcoma cell line; HT-1080-NT fibrosarcoma viability, CellTiter-Glo ATP luminescence, 48 h; Potency, µM (doses to about 46.1 µM), for inactives: at the top dose activity, negative = less viability, usual class: cytotoxic; 360,000 compounds, 1.6% hits; AID 686970, 2013;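 note: NT is the 2HG producing partner of a matched IDH1 knockdown line; potency is the fitted concentration of half-maximal effect; 0% = DMSO-treated cells and -100% = media-only wells without cells; nearly all actives have a fitted effect of over 55% in size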
#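 Luminescent CellTiter-Glo readout after 48 hours of compound exposure at 37 degrees C defined viability of HT-1080-NT cells. Activity was normalized to DMSO wells and cell-free media wells; concentration-response curves were fitted and assigned curve classes.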
# An asterisk follows results filed as active; i = inactive; u = inconclusive; x = no result given; [ ] = remark or other dose. Unless noted, calls come from the whole dose curve; as a rule, active = well fitted curve in the direction sought with a large enough effect; inconclusive = small, poorly fitted or top-dose-only effect, or another doubt; inactive = no such curve, though single readings can be large; an effect the other way counts as inactive or inconclusive.
mol	KB-V1 MDR tox	ATXN viability	KB-3-1 tox	MCF10A rerep	IL-1B inflam inh	SW480 rereplic	HT1080 IDH1KD tx	ATXN2 expr inh	HT1080NT lethal
O=C(Nc1cccc(OC(F)(F)F)c1)[C@@H]1O[C@H](CO)[C@H](O)[C@H](O)[C@H]1O	5%	i	0%	x	18	x	3%	1%	11%
Cc1ccc(F)cc1C(=O)N1CCCC1(C)C(=O)NCC(C)C (stereo not drawn)	5%	i	0%	x	22	x	12%	2%	u
Cc1ccnc(NC(=O)CCC(=O)N(CC(=O)NCCc2ccccc2)c2ccccc2F)c1	-29%	i	3%	3%	-8	-4%	0%	-1%	-17%
CC(C)CN(CC(C)C)C1=N/C(=C\c2ccco2)C(=O)N1c1ccccc1	3%	i	-6%	15µM*	7	u	u	-13%	u
Cc1noc(NS(=O)(=O)c2ccc(NC(=O)c3oc4ccc(Cl)cc4c3C)cc2)c1C	-6%	i	u	u	18	-7%	-1%	8%	-17%
CCCCC(CC)CNC(=O)Cc1ccc(-n2c(=O)[nH]c3ccccc3c2=O)cc1 (stereo not drawn)	-3%	u	3%	x	x	x	x	-14%	x
Cc1ccc(NC(=O)NC(=O)c2ccccc2)cc1F	-2%	i	u	u	-19	3%	u	38%	u
Cc1[nH]c2ccccc2c(=O)c1SC(F)(F)C(F)C(F)(F)F (stereo not drawn)	-25%	i	-2%	-4%	28	-5%	-11%	3%	-11%
CN(C(=O)c1ccccc1Cl)C1CCCCC1	9%	i	0%	-24%	4	-4%	-2%	9%	17%
O=C(NC(=S)NCC1CCCO1)c1ccc([N+](=O)[O-])cc1 (stereo not drawn)	u	i	18%	-6%	22	2%	14%	1%	5%
COc1ccc(C)cc1NC(=O)CN(C)S(=O)(=O)c1cccs1	u	i	0%	0%	-8	-3%	0%[9.24 µM]	-2%	-1%
COc1ccc(N2C(=O)C(C)(C)C2c2c(O)ccc3ccccc23)cc1 (stereo not drawn)	-19%	u	-11%	u	-26	u	-29%	-17%	-10%
O=C(Nc1cccc([N+](=O)[O-])c1)C1C2CCCCC21 (stereo not drawn)	u	u	-4%	-3%	16	0%	-8%	x	2%
CCc1cc2cc(C)cc(C)c2nc1SCC(=O)N1CCCC1	0%	i	-1%	-4%	3	-6%	2%	-10%	1%
Cc1ccccc1CS(=O)(=O)CC(O)CN1CCCC1=O (stereo not drawn)	6%	i	15%	2%	3	-2%	2%	-22%	-1%
O=C(CN(Cc1ccccc1Cl)C(=O)c1csnn1)NCc1ccc2c(c1)OCO2	-14%	i	2%	u	-5	-1%	-15%	-17%	10%
Cc1ccc(NC(=O)CN(C)C(=O)c2cccc(S(=O)(=O)N3CCc4ccccc4C3)c2)cc1	4%	i	-1%	x	7	x	-7%	x	-1%
CC(Oc1ccc2c(-c3ccccc3)cc(=O)oc2c1)C(=O)NCCN1CCOCC1 (stereo not drawn)	-1%	i	2%	u	33	u	-8%	-18%	2%
CCCNC(=O)N1CCN(S(C)(=O)=O)CC1	11%	u	0%	-4%	5	-4%	u	3%	8%
CC(=O)OC[C@@H]1CN(Cc2ccccc2)C[C@H](n2cnc3c(N4CCN(c5ccccc5)CC4)ncnc32)O1	-1%	i	0%	x	10	x	-25%	-10%	-2%
Cn1ncc(C#N)c1/N=C/N1CCCCC1	10%	i	-3%	-1%	6	1%	-1%	0%	-1%
CCOC(=O)c1ccc(NC(=O)CCc2c(C)nc3nc[nH]n3c2=O)cc1	12%	i	10%	x	x	x	x	5%	x
CCc1cc(=O)oc2c3c(cc(OCC(=O)N[C@H](C(=O)O)[C@H](C)CC)c12)OC(C)(C)CC3	18%	i	11%	3%	26	-8%	-1%	-14%	6%
CCOC(=O)CCNC(=O)N1CCCC(Cc2ccccc2)(C(=O)OCC)C1 (stereo not drawn)	-2%	i	-3%	0%	1	-45%[inhibitor]	-4%	-25%	-7%
Cc1nc(N)c2c(Cc3cccc4ccccc34)nn(C(C)(C)C)c2n1	-17%	i	-28%	u	x	-3%	x	-8%	x

# Molecules shown so far that contain an NH in an aromatic ring (3):
mol	KB-V1 MDR tox	ATXN viability	KB-3-1 tox	MCF10A rerep	IL-1B inflam inh	SW480 rereplic	HT1080 IDH1KD tx	ATXN2 expr inh	HT1080NT lethal
CCCCC(CC)CNC(=O)Cc1ccc(-n2c(=O)[nH]c3ccccc3c2=O)cc1 (stereo not drawn)	-3%	u	3%	x	x	x	x	-14%	x
Cc1[nH]c2ccccc2c(=O)c1SC(F)(F)C(F)C(F)(F)F (stereo not drawn)	-25%	i	-2%	-4%	28	-5%	-11%	3%	-11%
CCOC(=O)c1ccc(NC(=O)CCc2c(C)nc3nc[nH]n3c2=O)cc1	12%	i	10%	x	x	x	x	5%	x

# Going on with the list.
mol	KB-V1 MDR tox	ATXN viability	KB-3-1 tox	MCF10A rerep	IL-1B inflam inh	SW480 rereplic	HT1080 IDH1KD tx	ATXN2 expr inh	HT1080NT lethal
Cc1noc(C)c1C(=O)OCC(=O)NC(=O)NC12CC3CC(CC(C3)C1)C2	0%	i	-13%	0%	24	0%	-10%	-1%	-2%
COCCSc1nnc(NC(=O)c2ccc(NC(=O)C(C)C)cc2)s1	15%	i	3%	5%	-1	0%	7%	x	5%
O=S(=O)(c1cc(Br)c(Cl)s1)N1CCCC1	15%	i	0%	-5%	15	-29%	-2%	x	2%
Nc1c(S(=O)(=O)c2cccs2)c2nc3ccccc3nc2n1/N=C/c1cccc(O)c1	u	x	u	6.5µM*	-80*	u	21µM*	u	u
CC1CC(=O)N(CC(=O)Nc2ccc(F)cc2F)c2ccccc2S1(=O)=O (stereo not drawn)	1%	i	9%	-2%	20	-23%	17%	0%	4%
CC(C)C[C@H]1COc2cc(N3CCN(Cc4ccccc4F)CC3)ccc2S(=O)(=O)N1	-9%	i	u	x	14	x	2%	4%	-5%
COc1cc(/C=N\Nc2nc3ccccc3o2)cc(OC)c1OC	u	i	-3%	2%	u	-1%	u	-16%	u
COc1ccc(NC(=O)CSc2nnc(C3CCCCC3)n2N)cc1	-18%	i	3%	-11%	-13	-2%	19%	9%	12%
CC(OC(=O)CCC(=O)c1cccs1)C(=O)Nc1ccc(Cl)cn1 (stereo not drawn)	4%	i	-1%	-4%	7	-5%	12%	-19%	-2%
O=C(NCc1ccccc1)c1cc[n+]([O-])cc1	-2%	i	2%	-2%	21	-1%	11%	4%	4%
CN(N=O)c1ccc(CC2CCc3ccccc32)cc1 (stereo not drawn)	u	u	-13%	2%	u	-4%	21%	51%[activator]	21%
Cc1nn(-c2ccc(C(=O)N3CCN(S(=O)(=O)c4ccccc4C(F)(F)F)CC3)cc2)c(C)c1Cl	-33%	i	0%	7%	-13	-3%	-8%	-12%	-1%
CCn1cc(C2=NOC(C(=O)Nc3cccc(C(C)=O)c3)C2)c(C)n1 (stereo not drawn)	-14%	u	u	8%	-2	17%	-29%	-20%	-29%
CC(C)(C)c1cc[n+](CC(=O)Nc2cc(C(F)(F)F)ccc2N2CCOCC2)cc1	1%	i	1%	-45%[inhibitor]	-11	-48%[inhibitor]	-4%	-6%	-11%
Cc1ccc(C(=O)Nc2c(C)cc(-c3ccc(Cl)cc3)oc2=O)cc1	0%	i	-24%	-2%	-15	-9%	-20%	-28%	-13%
COc1cc(OC)c(C(=O)NCc2ccc3c(c2)OCO3)cc1OC	-14%	i	1%	11%	38	-1%	0%	-13%	12%
O=c1oc(CCO)cc2ccccc12	2%	i	3%	4%	0	-26%	8%	7%	9%
C/C(=N\NC(=O)c1cc(C)nc2ccccc12)c1ccc([N+](=O)[O-])cc1	5%	i	-11%	1%	14	-2%	-25%	-4%	-14%
CCOC(=O)CNC(=O)CSc1nc2ncc(Br)cc2[nH]1	3%	i	14%	-4%	15	-7%	5%	-5%	-6%
CCCCn1c(N)c(N(Cc2ccccc2OC)C(=O)c2cc(CC)c(C)s2)c(=O)[nH]c1=O	-25%	i	12%	-4%	-11	4%	-1%	7%	-4%
O=C(CN1Cc2ccccc2C1=O)Nc1ccc2c(c1)OCCO2	-5%	i	17%	0%	-8	15%	16%	10%	11%
Cc1cc(N2CCN(C(=O)Nc3ccc(F)cc3F)CC2)c2ccccc2n1	0%	i	-12%	9%	-14	-5%	-3%	-35%	-1%
O=C(CN1C(=O)NC2(CCCC2)C1=O)OCc1ccccc1	0%	i	20%	4%	-8	-4%	14%	4%	0%[9.24 µM]
Cn1c(=O)oc2cc(S(=O)(=O)N3CCC(C(=O)NCC4COc5ccccc5O4)CC3)ccc21 (stereo not drawn)	21%	i	0%	-5%	-9	-25%	10%	-3%	0%
COc1ccc(-c2cc(-c3cccs3)c(C#N)c(SCC(=O)NCc3ccco3)n2)cc1	u	u	u	1.5µM*	15	2.6µM*	2.3µM*	-30%	2.9µM*
O=C(Cn1cnc2c(oc3nc4c(cc32)CCCC4)c1=O)Nc1ccccc1	3%	u	1%	u	14	u	13%	x	-2%
COc1ccc(F)c(CN2CCCC(CNS(=O)(=O)c3cccc4cccnc34)C2)c1 (stereo not drawn)	0%	i	4%	17%	-13	-19%	-2%	3%	-12%
CC1(C(=O)O)C=CCN1C(=O)c1ccccc1 (stereo not drawn)	u	i	18%	26%	0	-15%	10%	8%	14%
